# ABCB6 inh MLPCN = human ABCB6 transporter inhibition | K562-ABCB6 porphyrin accumulation, flow cytometry, 1 h; active compounds read low | fluorescence ratio to DMSO, % at 10 µM | Q9NP58 | AID 602162 | 360,000 tested, 0.19% active;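 active = fluorescence ratio to DMSO below 75%, the collection mean minus 3 SD; inconclusive = too few cells collected in the well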;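 note: signal is porphyrin accumulated inside mitochondria; 100% equals median channel fluorescence of DMSO control wells; lower ratio means ABCB6 inhibition with less porphyrin fluorescence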
# PDI inh = blocks human protein disulfide isomerase activity; AID 588391; PDI insulin aggregation turbidity, A650, 90 min; inhibition, % at 10 µM; 350,000 tested, 0.052% active;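 active = mean inhibition across replicates of 30% or more, whatever share of single replicates reach that level; inconclusive = mean inhibition below 30% while every single replicate reaches 30%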;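 note: absorbance from insulin aggregation driven by PDI reduction with DTT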
# Target sequence (P07237 whole entry, looked up): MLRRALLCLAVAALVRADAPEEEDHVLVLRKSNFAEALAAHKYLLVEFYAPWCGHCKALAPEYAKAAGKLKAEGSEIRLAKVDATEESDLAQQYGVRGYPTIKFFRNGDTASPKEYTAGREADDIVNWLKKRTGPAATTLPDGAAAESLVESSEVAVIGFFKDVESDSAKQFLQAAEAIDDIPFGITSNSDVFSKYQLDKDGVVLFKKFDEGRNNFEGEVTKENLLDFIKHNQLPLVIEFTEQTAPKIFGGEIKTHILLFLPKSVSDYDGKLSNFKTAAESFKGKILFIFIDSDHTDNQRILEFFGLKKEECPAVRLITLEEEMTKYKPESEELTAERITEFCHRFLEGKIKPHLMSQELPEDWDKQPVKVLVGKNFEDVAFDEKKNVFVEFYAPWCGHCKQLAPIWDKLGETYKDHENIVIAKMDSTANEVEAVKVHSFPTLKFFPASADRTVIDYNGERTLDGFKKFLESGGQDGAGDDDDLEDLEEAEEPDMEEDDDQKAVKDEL
# Exocytosis inh = blocks lytic granule exocytosis. TALL-104 LAMP-1 surface exposure, flow cytometry; cells stimulated with thapsigargin and PMA. inhibition, % at 10 µM. 360,000 tested, 0.66% active. AID 651702;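 active = inhibition above about 55%, limit read from the data; inconclusive = no clear call, values can overlap the other calls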
# aDG glyco up = increases alpha dystroglycan glycosylation. 360,000 tested, 0.22% active. AID 624168. Pro5-aDG cells, alpha-DG glycosylation AlphaScreen (IIH6); 0% Pro5, 100% B10-LARGE cell signal. activation, % at 10 µM;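 active = activation of at least 8% versus controls, or a plate z-score of at least 8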;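 note: Pro5 are CHO cells carrying HIG-tagged alpha-DG that lacks glycosylation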
# CaV13 FRET inh = Primary screen for inhibitors of IQ motif and Ca2+-dependent inactivation inhibitor domain binding in CACNA1D, Förster resonance energy transfer in living cells, …; HEK cells, CFP/YFP FRET ICDI-IQ, plate reader, 10 min; percent FRET-ratio fall versus neutral wells; inhibition, % at 12.3 µM; 340,000 tested, 0.098% active; AID 743397;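 active = mean replicate inhibition of at least 30% and at least 1% of replicates passing that level; inconclusive = only one of the two criteria is met; inactive = neither criterion is met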;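 note: 0% = median of the neutral control wells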
# HTR2A ag = activates the mouse 5-HT2A serotonin receptor; P35363; CHO-K1 mHTR2A beta-arrestin complementation, luminescence; percent of 30 µM serotonin response; activation, % at 7.6 µM; 360,000 tested, 0.66% active; AID 624169;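 active = activation above a run cutoff, the mean activation of all tested compounds plus 3 SD, cut at about 14% in these data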;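 note: 0% = plate median of compound wells and 100% = 30 µM serotonin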
# Target sequence (P35363 whole entry, looked up): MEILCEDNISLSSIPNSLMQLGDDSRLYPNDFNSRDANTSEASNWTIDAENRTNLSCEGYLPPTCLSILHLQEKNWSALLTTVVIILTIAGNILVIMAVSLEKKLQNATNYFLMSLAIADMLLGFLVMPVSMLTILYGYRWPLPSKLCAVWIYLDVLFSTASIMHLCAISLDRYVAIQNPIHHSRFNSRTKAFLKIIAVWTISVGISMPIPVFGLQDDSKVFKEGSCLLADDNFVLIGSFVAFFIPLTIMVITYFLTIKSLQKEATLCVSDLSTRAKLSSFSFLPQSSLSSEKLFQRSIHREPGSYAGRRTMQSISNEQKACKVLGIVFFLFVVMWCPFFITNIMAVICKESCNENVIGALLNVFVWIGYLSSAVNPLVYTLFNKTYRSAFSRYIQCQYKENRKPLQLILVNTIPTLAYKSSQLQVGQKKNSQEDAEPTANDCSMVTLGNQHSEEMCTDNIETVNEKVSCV
# Vif inh = inhibitors of HIV Vif; HEK293T cells, Vif self-association by quenched fluorescence, imaging, 24 h; inhibition, % at 7.49 µM; 340,000 tested, 0.35% active; AID 602346; in the data active = inhibition above about 50%, passing the limit was not always enough; inconclusive = no clear call, values can overlap the other calls; inactive = below about 31%; note: some results filed as inactive read as strong as hits
# Cardio protect = myocardial damage modulation in H9c2 cells | H9c2 cardiomyocytes, H2O2 injury protection, ATPLite, 2 h | protection from H2O2 cell death, % at 20 µM | 360,000 tested, 0.63% active;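 active = compounds giving at least 50% protection of heart cells from peroxide-induced death in the single-dose screen, raw or plate-pattern-corrected value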;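 note: 0% = DMSO wells with peroxide and 100% = DMSO wells without peroxide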
# N-glyco inh = N-linked glycosylation inhibition. D54 ERlucT glycosylation luciferase reporter, 24 h; percent of 100 nM tunicamycin response. reporter increase, % at 12.5 µM. 360,000 tested, 0.23% active. AID 588692;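 active = mean luciferase reporter signal, scaled so untreated is 0 and the glycosylation-blocking control 100, at or above a set limit in every replicate; inconclusive = mean reaches the limit but not every replicate does; inactive = mean below the limit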;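 note: luciferase carries N-glycosylation sites so blocking glycosylation raises the light; 0% = median of neutral control wells and 100% = median of 100 nM tunicamycin wells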
# iPSC survival up = hiPSC single-cell survival enhancement; ATPlite luminescence; 100% = ROCK inhibitor wells, 0% = DMSO; survival enhancement, % at 20 µM; 360,000 tested, 0.044% active; AID 602274; in the data active = survival enhancement above about 18%;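 note: cells exposed to compounds for 16 hours before the ATP read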
# Active calls of the source: *; u = inconclusive; x = not tested or not shown.
SMILES,ABCB6 inh MLPCN,PDI inh,Exocytosis inh,aDG glyco up,CaV13 FRET inh,HTR2A ag,Vif inh,Cardio protect,N-glyco inh,iPSC survival up
CCCS(=O)(=O)N1CCC(C(=O)NCc2cccnc2)CC1,106,-2,-1,-0.1,-5,-4,-13,1,2,-0.7
Nc1nnc(Cc2ccc(Cl)c(Cl)c2)s1,98,-4,-2,1.2,-6,-4,-1,2,0,-2.7
CCN1CCN(CC(=O)Nc2sc3c(c2C#N)CCC(C)C3)CC1 (stereo not given),100,-5,6,-0.2,-5,-6,5,8,0,-0.3
Cc1cccc(C)c1C(O)c1ncc(-c2cccc(C(F)(F)F)c2)[nH]1 (stereo not given),100,0,0,0.8,-6,2,x,-16,-2,2.2
CC(C)[C@@H](C(=O)N1CCN(Cc2ccc3c(c2)OCO3)CC1)n1nnc2ccccc2c1=O,96,-2,2,-0.1,-2,5,-5,2,-2,-0.1
O=C1/C(=C\c2cccnc2)CCc2ccccc21,103,2,-6,0.0,-5,-3,-4,5,2,-3.4
CCOc1ccc(/C=N/NC(=O)C(C)N(c2ccc(OC)cc2)S(C)(=O)=O)cc1OCC (stereo not given),102,-1,19,-0.3,-5,5,-10,-1,1,-0.3
COc1ccc(C(OC(=O)c2ccco2)C(=O)NCc2ccco2)cc1 (stereo not given),94,-9,-3,0.2,-3,-6,6,11,2,-1.5
COc1ccc(CCNC(=O)C2CCN(S(=O)(=O)c3ccc(OC)c(OC)c3)CC2)cc1,103,2,11,0.1,-5,-3,-12,-6,1,0.1
CCCCN(CC)CCCNC(=O)CS(=O)(=O)Cc1nc(-c2cccc(OC)c2)oc1C,94,-4,10,-0.3,-6,1,19,6,2,3.7
Cc1oc(-c2ccccc2Cl)[n+]([O-])c1C,101,4,58*,0.3,-9,13,-1,-5,0,-2.8
O=C(Nc1ccnc(-c2cccnc2)n1)c1ccc(Cl)cc1,99,-2,-2,0.1,-5,-5,-4,-1,4,-2.0
COc1cccc2cc(C(=O)Nc3ccccc3Cl)/c(=N/NS(=O)(=O)c3ccccc3)oc12,99,-13,-10,0.0,-2,-3,-5,3,-2,-0.4
CC(=O)Nc1ccc(NS(=O)(=O)c2ccc(OC(C)C(=O)N3CCOCC3)cc2)cc1 (stereo not given),94,-2,-2,-0.1,-6,3,17,1,2,-0.7
O=C(NCc1ccccc1)[C@H]1C[C@@H]1[C@H](NP(=O)(c1ccccc1)c1ccccc1)c1ccccc1,98,-5,-10,0.4,-9,3,0,7,-1,1.0
O=S(=O)(c1ccccc1)N(CC(O)COc1ccccc1)c1ccccc1 (stereo not given),96,2,-8,-0.1,-6,-2,0,3,0,0.1
CC(C)c1nc2n[nH]c(N)c2c2c1CCC2,102,3,-3,-0.2,x,4,4,0,-2,4.5
COc1cc(-c2ccc(N3C(c4ccsc4)=Cc4ccc(F)cc4C3c3c[nH]c4ccc(C#N)cc34)cc2)cc(OC)c1OC (stereo not given),94,x,2,-0.3,-5,-4,x,x,x,-1.0
CN(C)C(CNC(=O)c1c(F)cccc1Cl)c1ccco1 (stereo not given),101,4,-2,0.1,-2,3,-7,3,3,-0.3
CC1=C(C(=O)OCc2ccccc2)C(c2cccc([N+](=O)[O-])c2)NC(=O)N1 (stereo not given),98,-3,-6,0.1,-20,-3,3,-5,2,0.5
O=C1CN(C(=O)COC(=O)c2ccco2)c2ccccc2N1,105,7,4,0.1,-2,-1,3,-2,3,0.1
CCN1CCN(CC(O)COCCOc2ccc(Br)cc2)CC1 (stereo not given),95,12,-3,0.3,-5,0,3,-5,-2,3.3
CC1CCN(C(=O)COC(=O)c2cc(Cl)c3c(c2)OCO3)CC1,100,-5,-4,0.1,-5,7,0,3,3,6.0
COCCCNC(=O)CNC(=O)c1nn(-c2ccc(OC)cc2OC)c(=O)c2ccccc12,100,6,-3,0.0,-20,0,10,-2,0,0.0
CC(=O)c1cc(C#N)c(SCCC(C)C)nc1C,101,-4,0,0.3,-9,0,x,0,-3,-0.4
O=C(CSc1ccccn1)Nc1cccc(S(=O)(=O)N2CCCC2)c1,94,18,-3,0.0,-25,-5,1,-1,1,-0.1
Cn1cc(C(=O)N/N=C/c2cccc([N+](=O)[O-])c2)c2ccccc21,100,2,-1,-0.1,-4,3,9,6,-3,0.0
CCCc1cc(=O)[nH]c(SCC(=O)N(C)C2CCS(=O)(=O)C2)n1 (stereo not given),115,6,0,-0.1,x,2,-2,11,2,3.8
Cc1cc(C)n(-c2ccc(NC(=O)C3CCCCN3C(=O)c3cc(C)oc3C)cc2)n1 (stereo not given),94,-3,-2,0.2,-2,0,15,-2,1,0.2
c1cncc(-c2noc(-c3ccco3)n2)c1,113,-8,0,0.0,x,-5,x,6,-2,0.8
CCOC(=O)Cn1c2ccc(C)cc2c2nc(C)sc21,98,-2,1,0.1,4,1,-2,0,2,-0.7
CCOC(=O)[C@H]1[C@H]2COc3ccc(Br)cc3[C@@H]2N2C(=O)N(c3ccc(F)cc3)C(=O)[C@@]12C,104,2,-6,-0.2,-5,0,-7,-13,-3,-1.2
CCC(NS(=O)(=O)c1cccs1)c1ccc(C)cc1 (stereo not given),96,-1,7,0.2,-16,-6,-2,0,-2,-4.6
Cc1cc(SCC(=O)Nc2cccc(S(=O)(=O)N3CCOCC3)c2)nc2ccccc12,97,4,9,1.3,-1,-7,0,-16,-3,-1.4
CCOC(=O)N1CCC(NC(=O)c2cc3c(-c4cccc(OC)c4)nn(C)c3s2)CC1,102,6,2,-0.1,x,3,x,28,-2,-3.1
CCOC(=O)c1sc(=S)n(-c2ccc(OC)cc2)c1C,96,-4,-15,-0.1,-18,1,1,-2,-1,0.1
O=C(O)/C=C\C(=O)Nc1ccccc1N1CCN(c2ccccc2)CC1,96,-8,3,-0.1,-15,-2,25,2,1,6.3
O=C(NCC1CCCN(Cc2ccccc2F)C1)c1cccc(C(F)(F)F)c1 (stereo not given),94,-13,-2,0.3,-4,-3,-2,-5,-1,-2.1
O=C(CSc1nc2ccccc2c(=O)n1-c1ccccc1)N1CCC1,95,7,-1,0.2,-4,3,1,19,1,-1.1
CC(C)C(=O)c1cc2c(cc1NC(=O)c1ccccc1)OCCO2,99,0,3,0.2,-1,2,-1,-2,0,-2.4
CC(COS(N)(=O)=O)Cc1ccc(C(F)(F)F)cc1 (stereo not given),91,-1,-1,0.2,-4,-8,-11,-10,-2,-2.2
COc1cc(Cl)c(S(=O)(=O)NCc2ccccn2)cc1Cl,99,2,-3,0.4,-4,0,6,7,3,-1.2
Cn1c(Cn2c(=O)sc3ccccc32)nnc1SCC(=O)NCc1ccco1,104,x,-2,0.2,-2,-1,10,-2,1,1.3
Cc1ccc(S(=O)(=O)N2CCCC2C(=O)OCC(=O)Nc2ccc3c(c2)OCO3)cc1 (stereo not given),99,1,-3,-0.2,-3,-1,x,24,1,0.1
CCOC(=O)N1CCC(NS(=O)(=O)c2cc(Br)cc3c2N(C(=O)CC)CC3)CC1,97,-1,3,0.3,-4,2,9,-7,-1,7.9
CCOC(=O)[C@H]1[C@H]2COc3ccc(Cl)cc3[C@@H]2N2C(=O)CN(Cc3ccc(F)cc3)C(=O)[C@@]12C,98,-5,-1,0.2,-11,3,-3,0,-3,-1.4
CC1=C(C(=O)OCCOC(C)C)C(c2cc3c(cc2Br)OCO3)C2=C(CCCC2=O)N1 (stereo not given),102,6,100*,0.1,-6,2,x,3,-1,1.1
CCc1ccccc1NC(=O)C1CCCN(S(=O)(=O)c2ccc3c(c2)CC(C)N3C(C)=O)C1 (stereo not given),88,8,2,-0.1,-10,-3,-3,-7,1,-0.4
COc1cc(C2CC(=O)N(c3ccc(C)cc3)C(=O)C2)cc(OC)c1OC,91,4,7,-0.1,-4,-1,10,1,u,-0.2
O=C(Cc1n[nH]c(=O)c2ccccc12)N1CCN(c2ccc(F)cc2)CC1,99,8,-2,0.0,3,1,-1,48,-1,4.3
COC(=O)c1cccc(NC(=O)CCCOc2cccc(C)c2)c1,97,6,-3,-0.2,x,0,-2,-13,0,-0.2
CN(Cc1c(F)cccc1Cl)C(=O)c1cnc2ccccc2n1,98,12,-12,0.0,-3,-5,6,-4,0,-0.5
COCCN(CC(=O)NCC1CCCO1)C(=O)CCC(=O)Nc1ccccn1 (stereo not given),83,7,-3,-0.1,-5,1,1,0,1,2.5
Nc1nc(CSC(=S)N2CCOCC2)nc(Nc2ccccc2)n1,104,-3,-3,0.1,-4,10,1,12,-5,0.8
O=C(O)c1ccccc1C(=O)Nc1cc(-c2ccccc2)[nH]n1,95,0,-2,0.0,-13,4,3,-2,2,-0.6
CCCCOC(=O)c1c(C)oc2ccc(NS(=O)(=O)c3ccc4c5c(cccc35)C(=O)N4)cc12,100,-4,-1,-0.1,-8,1,-8,-19,2,0.5
Cc1nn(C(C)C(=O)NCCc2cccs2)c(=O)c2nn(-c3ccccc3)c(C)c12 (stereo not given),102,1,-1,0.0,-2,-3,-6,-6,-1,-0.4
COc1ccc(C(C(=O)NC2CCCC2)N(CCC(C)C)C(=O)CCC(=O)Nc2cc(C)on2)cc1 (stereo not given),98,-2,20,0.0,-3,-8,-7,-5,0,-0.2
COc1ccc(-c2sc3cc(OC)c(OC)cc3c2C#CCO)cc1,98,10,0,2.4,-5,-1,-7,-7,3,2.3
COc1ccc(NC(=O)c2ccc(NC(=O)COC(=O)c3cnc(C)cn3)cc2)cc1,103,7,1,-0.3,-2,-2,8,-5,0,0.6

# Profiles from above.
# Profile of CCCc1cc(=O)[nH]c(SCC(=O)N(C)C2CCS(=O)(=O)C2)n1 (stereo not given) = ABCB6 inh MLPCN = 115; PDI inh = 6; Exocytosis inh = 0; aDG glyco up = -0.1; CaV13 FRET inh = x; HTR2A ag = 2; Vif inh = -2; Cardio protect = 11; N-glyco inh = 2; iPSC survival up = 3.8
# Profile of CCOC(=O)N1CCC(NC(=O)c2cc3c(-c4cccc(OC)c4)nn(C)c3s2)CC1 = ABCB6 inh MLPCN = 102; PDI inh = 6; Exocytosis inh = 2; aDG glyco up = -0.1; CaV13 FRET inh = x; HTR2A ag = 3; Vif inh = x; Cardio protect = 28; N-glyco inh = -2; iPSC survival up = -3.1

# More structures follow.
SMILES,ABCB6 inh MLPCN,PDI inh,Exocytosis inh,aDG glyco up,CaV13 FRET inh,HTR2A ag,Vif inh,Cardio protect,N-glyco inh,iPSC survival up
CCOC(=O)C1=C(C)NC(=O)CC1c1ccccc1OC (stereo not given),103,4,-5,0.6,-4,5,-5,-6,4,-0.8
Cc1occc1C(=O)NNC(=O)Cc1ccccc1,96,6,3,0.1,-8,-1,2,4,0,-0.3
COc1ccc(-c2c(C#Cc3ccsc3)c3cc(Br)ccc3n2C)cc1,97,1,-1,0.4,-6,-4,x,-3,6,1.0
O=C(Cn1c(NCCCCl)nc2ccccc21)c1ccccc1,84,-10,-5,0.0,-8,-9,-2,-8,1,5.3
CCC(=O)N[C@@H]1CC(C(C)(C)NC(=O)CC)CC=C1C (stereo not given in full),94,12,-1,0.0,-4,-2,9,-2,0,2.0
Nc1c(-c2cccs2)cnn1-c1nc(-c2ccc(F)cc2)cs1,100,5,-5,-0.1,-5,-3,0,-19,0,1.8
Cc1nc2cc(-c3cccc(F)c3)nn2c(C)c1CCC(=O)N1CCN(c2ccccn2)CC1,98,-2,-1,0.0,-5,3,-1,2,0,0.2

# Screening data deposited in PubChem BioAssay by several laboratories.

# Not a hit list; overall some 3.1% were active at least once.
